From PubChem
VCAM1 TNFa inh: reduces TNF alpha induced VCAM1 expression in HUVEC. inhibition, % at 2 µM. HUVEC TNFa-induced VCAM-1 immunofluorescence, high-content imaging. hit rate 0.48% among 95,000;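 active = inhibition above the batch mean plus 3 SD, with images confirmed as a hit by eye, cut at about 37% in these data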;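 also: 0% = TNF-stimulated DMSO wells and 100% = unstimulated control wells; not every result past the cut was called active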
sEH inh: inhibitors of human soluble epoxide hydrolase | recombinant human sEH enzymatic activity assay | inhibition, % at 2 µM | hit rate 0.34% among 91,000 | AID 707; in the data active = inhibition above about 80%; also: values of inactives mirror those of a sister screen read the other way; many of its hits are not listed in these tables
TNFa cytotox: toxic to HUVEC cells under TNF alpha stimulation. HUVEC TNFalpha-stimulated, Hoechst cell count, imaging. cell count reduction, % at 2 µM. hit rate 0.17% among 93,000;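 active = cell count reduction exceeding the screen mean by over 5 SD, scaled to untreated wells per plate, cut at about 78% in these data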;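 also: cells counted after 24 h of TNF alpha exposure following the 1 h pretreatment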
cytoskel mod: cytoskeleton assembly modification; HUVEC TNFa F-actin phalloidin imaging, high content; inhibition, % at 2 µM; hit rate 0.18% among 91,000;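 active = inhibition above the batch mean plus 3 SD and confirmed as a hit by visual image inspection, cut at about 30% in these data, passing the limit was not always enough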; also: strong numbers were not always called active
DAT uptake mod: modulates human dopamine transporter uptake under cocaine | Q01959 | LLC-PK1 hDAT cells, [14C]-dopamine uptake with cocaine IC80; actives deviate in either direction | B-score at 10 µM | hit rate 1.3% among 110,000;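 active = Z score or B-score, a plate-position-corrected score, falls beyond the plate's 99.7% confidence bounds, in either direction; inactive = both scores lie inside the 99.7% bounds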;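 also: scored against the spread of the other compound wells on the same plate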
Ecoli WT expand: blocks growth of wild type E. coli BW25113; OD600 absorbance; hit rate 0.15% among 98,000; AID 710; growth inhibition, % at 100 µM;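 active = growth inhibition above about 50% at one test dose, limit read from the data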;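 also: growth measured after 20 h incubation at 37 °C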
PLK1 inh: inhibitors of human PLK1 kinase | inhibition, % at 10 µM | P53350 | recombinant PLK1 kinase, TR-FRET peptide phosphorylation | hit rate 0.53% among 97,000;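 active = inhibition of 50% or more in the single-concentration screen; inactive = inhibition below 50%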;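 also: 0% = DMSO max control and 100% = H-89 dihydrochloride min control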
Target sequence (P53350 whole entry, looked up): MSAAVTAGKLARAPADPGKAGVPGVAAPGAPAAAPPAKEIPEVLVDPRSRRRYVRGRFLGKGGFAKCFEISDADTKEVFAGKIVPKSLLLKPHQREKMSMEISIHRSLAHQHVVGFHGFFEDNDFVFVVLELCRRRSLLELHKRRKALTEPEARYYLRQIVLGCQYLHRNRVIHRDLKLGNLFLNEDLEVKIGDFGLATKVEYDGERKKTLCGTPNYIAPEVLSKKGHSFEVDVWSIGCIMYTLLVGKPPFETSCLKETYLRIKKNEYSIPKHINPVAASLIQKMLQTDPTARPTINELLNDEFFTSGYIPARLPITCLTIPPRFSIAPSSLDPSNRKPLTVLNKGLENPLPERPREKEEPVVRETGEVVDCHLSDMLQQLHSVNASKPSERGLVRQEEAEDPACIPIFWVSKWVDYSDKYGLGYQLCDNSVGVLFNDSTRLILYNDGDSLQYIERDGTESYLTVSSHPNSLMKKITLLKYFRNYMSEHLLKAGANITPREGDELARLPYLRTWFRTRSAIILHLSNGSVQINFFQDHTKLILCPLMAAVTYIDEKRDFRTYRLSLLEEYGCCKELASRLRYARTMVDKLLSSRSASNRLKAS
Plk1 PBD FP: Plk1 (human) PBD binding inhibition; Plk1 PBD phosphopeptide binding, fluorescence polarization; inhibition, %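 (tested at about 20 µM)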; hit rate 0.13% among 97,000; P53350; in the data active = inhibition above about 34%, passing the limit was not always enough
IL1B cytotox: HUVEC cytotoxicity counter-screen, IL-1B stimulated. AID 845. cell count reduction, % at 2 µM. hit rate 0.41% among 94,000. HUVEC cell count loss, Hoechst imaging;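 active = cell count reduction more than 3 SD above the screen-wide mean, cut at about 70% in these data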;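 also: normalized per plate to untreated control cells as the no-loss baseline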
The depositor's hits bear a star; . = no result given.

cpd	SMILES	cytoskel mod	PLK1 inh	TNFa cytotox	Ecoli WT expand	VCAM1 TNFa inh
1	O=C(COc1ccc(C(=S)N2CCOCC2)cc1)N1CCCC1	-37	5	24	4	15
2	Cc1cccc(NC(=O)c2sc3nc4c(c(-c5cccs5)c3c2N)CN(C)CC4)c1	6	-8	-32	-2	12
3	COc1ccc(-c2noc(CCC(=O)NCC3CCN(Cc4cccc(C)c4)CC3)n2)cc1	4	-11	2	10	2
4	Cc1ccn2cc(-c3cnoc3C)nc2c1	-35	-3	6	6	8
5	Nn1c(SCC(=O)NCCC2=CCCCC2)nnc1C(F)(F)F	17	-13	-8	2	-12
6	Cc1ccnc(NC(=O)CCC(=O)N(CC(=O)NCc2ccccc2)c2ccc3c(c2)OCO3)c1	-13	4	-18	.	10
7	S=c1[nH]nc2c3c4c(sc3ncn12)CCCC4	7	-3	-4	1	1
8	COC(=O)c1c(C)[nH]c(C(=O)CN2CCOCC2)c1C	9	1	-20	-8	6

cpd	IL1B cytotox	Plk1 PBD FP	sEH inh	DAT uptake mod
1	15	2	-4	1.2
2	-13	-8	-5	0.33
3	11	3	7	0.12
4	24	4	0	-0.023
5	-10	-5	0	-1.1
6	-21	-11	4	0.28
7	12	-15	-6	-0.12
8	2	-16	3	-0.85

(list continues)
cpd	SMILES	cytoskel mod	PLK1 inh	TNFa cytotox	Ecoli WT expand	VCAM1 TNFa inh
9	Cc1cc(Cl)ccc1OCC(=O)NCCCN1CCOCC1	18	1	-30	4	-14
10	CS(=O)(=O)n1nc(-c2ccccc2)nc1NCc1ccco1	6	-18	-4	.	1
11	O=C(Nc1ccc2c(c1)OCCO2)C1CCCN1S(=O)(=O)c1ccc(Cl)cc1 (stereo unspecified)	-11	8	-24	-4	-6
12	Cc1nnc(N2CCCCC2)c2ccccc12	0	-15	-10	0	0
13	CS(=O)(=O)Nc1ccc(S(=O)(=O)N2CCOCC2)cc1	7	-9	12	3	-13
14	CCS(=O)(=O)Nc1ccc(C(=O)OC)cc1	-11	-3	0	-1	15
15	O=C(CCc1ccccc1)Nc1ccncc1	-12	-2	8	8	1
16	CC(=O)ON1C(C)(C)Cc2noc(N)c2C1(C)C	11	2	-27	0	-9

cpd	IL1B cytotox	Plk1 PBD FP	sEH inh	DAT uptake mod
9	-8	-4	4	0.11
10	0	-2	-2	-0.0086
11	-69	-23	3	-0.29
12	-3	-5	6	-0.82
13	-8	-17	11	0.79
14	-14	-11	-6	-1.1
15	-7	2	0	0.029
16	.	-21	8	-0.16

Next section.
cpd	SMILES	cytoskel mod	PLK1 inh	TNFa cytotox	Ecoli WT expand	VCAM1 TNFa inh
17	O=C(NCCCn1ccnc1)c1ccccc1NS(=O)(=O)c1ccc(F)c(F)c1	-6	-9	-6	0	5
18	O=C(Nc1ccccc1N(C(=O)c1ccco1)S(=O)(=O)c1cccs1)c1ccco1	-14	-5	-14	-5	-5
19	O=C(NC(=O)c1cccc(F)c1)OC[C@@H]1CCCN2CCCC[C@H]12	-8	-1	2	1	19
20	COCCN1Cc2cccc(C(=O)NCc3cccnc3)c2C1=O	-13	5	-14	3	4
21	CN(c1ccc(C(=O)Nc2ccccc2C(=O)N2CCOCC2)cc1)S(C)(=O)=O	0	-5	1	.	-10
22	CCCS(=O)(=O)N1CCN(C(=O)c2ccco2)CC1	-5	-13	-39	18	-40
23	CC1(C)CC(=O)c2c(O)cc(OCc3ccc([N+](=O)[O-])cc3)cc2O1	0	-9	.	-11	-1
24	CCCC(=O)N=c1sc2cccc(F)c2n1C	.	35	.	1	.

cpd	IL1B cytotox	Plk1 PBD FP	sEH inh	DAT uptake mod
17	-1	-38	0	-1.5
18	-14	-30	-7	-0.073
19	3	4	-18	-0.13
20	-10	21	16	-0.44
21	27	7	4	1.6
22	6	-9	-21	0.57
23	15	14	-12	.
24	.	6	.	0.00094

Next part.
cpd	SMILES	cytoskel mod	PLK1 inh	TNFa cytotox	Ecoli WT expand	VCAM1 TNFa inh
25	O=C(Cn1c(=O)oc2cc(S(=O)(=O)N3CCCC3)ccc21)N1CCc2ccccc2C1	7	3	-20	0	14
26	Cc1ccc(-c2nc(CS(=O)CC(=O)NCCCN3CC(C)CC(C)C3)c(C)o2)cc1 (stereo unspecified)	.	76*	.	1	.
27	Cc1cc(NC(=O)CSc2nc(C(C)C)nc3sc4c(c23)CCCC4)no1	-10	-15	-19	-4	-9
28	O=C(O)CN=C(NS(=O)(=O)c1ccccc1)c1ccccc1	12	-2	-48	4	-18
29	Cc1cc(C)n(CCCO)c(=O)c1C#N	19	-2	-8	-1	6
30	CCC(C)NC(=O)CSc1nc2c(sc(=S)n2Cc2ccco2)c(=O)n1-c1ccccc1 (stereo unspecified)	9	-11	-3	3	-18
31	CCOC(=O)/C=c1\s/c(=C\c2c(OC)ccc3ccccc23)c(=O)n1CC(=O)NCC1CCCO1 (stereo unspecified)	4	-8	-5	-4	8
32	O=C(Nc1nccs1)C1CCN(S(=O)(=O)c2ccc(Cl)c(C(F)(F)F)c2)CC1	-4	0	9	-6	9

cpd	IL1B cytotox	Plk1 PBD FP	sEH inh	DAT uptake mod
25	-8	-8	8	-0.072
26	.	-6	.	-0.18
27	6	-15	.	-0.071
28	-23	-11	5	0.25
29	-11	21	13	-0.78
30	-13	-17	4	0.44
31	-10	-2	7	-0.01
32	11	-17	0	-0.031

Going on with the list.
cpd	SMILES	cytoskel mod	PLK1 inh	TNFa cytotox	Ecoli WT expand	VCAM1 TNFa inh
33	O=C(CCC1CCCCC1)Nc1c[nH]c(=O)[nH]c1=O	27	-9	9	-3	-11
34	O=c1[nH][nH]c(-c2ccccc2)c1C=Nc1cccc(Cl)c1	14	4	-5	-3	13
35	Cc1c(C(=O)N2CCN(c3ccccc3)CC2)sc2ncnc(N3CCN(c4ccccc4)CC3)c12	0	-9	-4	.	26
36	CCOc1cccc(NCc2cc3c(C(C)(C)C)nn(-c4ccccc4)c3[nH]c2=O)c1	-6	-15	-33	-15	4
37	Cc1cccn2c(=O)c3cc(C(=O)NCC4CCCO4)n(C)c3nc12 (stereo unspecified)	-23	-10	6	.	13
38	CCC1(C)Cc2ccccc2-c2nc(NCCO)[nH]c(=O)c21 (stereo unspecified)	10	-9	-2	11	2
39	COC(=O)c1cc(NC(=O)CC2NCCNC2=O)cc(C(=O)OC)c1 (stereo unspecified)	35	2	-15	5	20
40	COc1ccc(-n2nc3ccccc3n2)cc1	.	6	.	4	.

cpd	IL1B cytotox	Plk1 PBD FP	sEH inh	DAT uptake mod
33	-20	-9	.	-0.21
34	-30	22	10	0.11
35	-12	-16	7	.
36	-34	10	24	0.3
37	16	-1	0	.
38	-54	-9	-3	-2.9*
39	5	7	2	-1.4
40	.	11	5	0.31

Later entries:
cpd	SMILES	cytoskel mod	PLK1 inh	TNFa cytotox	Ecoli WT expand	VCAM1 TNFa inh
41	COc1cc2c(cc1NC(=O)CSc1nc3ccccc3[nH]1)oc1ccccc12	-5	-6	-8	-12	-1
42	O=C(CSc1nnc(CNC(=O)c2ccco2)o1)c1ccccc1	0	-35	-23	6	13
43	CCSc1nsc(SCC)c1C(N)=O	26	-11	7	2	-15
44	CCOc1ccc(C(N)=O)cc1OC	14	-10	-20	-7	4
45	Cc1ccccc1C(=O)NC1CC(C)(C)NC(C)(C)C1	.	-9	.	-2	.
46	O=C(CSc1nnc2scc(-c3ccc(Cl)cc3)n12)NCc1ccc2c(c1)OCO2	-14	-12	10	-9	25
47	O=C1CCCN1CCCNS(=O)(=O)c1ccc(Cl)c(C(=O)N2CCOCC2)c1	24	-13	-34	-7	-7
48	Cc1nn(Cc2c(F)c(F)c(F)c(F)c2F)c(C)c1NC(=O)c1nn(C)cc1[N+](=O)[O-]	6	-6	-23	-6	-31

cpd	IL1B cytotox	Plk1 PBD FP	sEH inh	DAT uptake mod
41	-2	0	-4	.
42	11	-26	-5	0.48
43	-51	8	.	-0.35
44	-11	-2	-8	-0.51
45	13	-6	-1	-2.2
46	-14	0	-7	-0.0078
47	-33	-38	2	-0.25
48	-8	15	-8	-0.69

Continuation.
cpd	SMILES	cytoskel mod	PLK1 inh	TNFa cytotox	Ecoli WT expand	VCAM1 TNFa inh
49	N#Cc1ccc2ccn(CC(=O)NC3CCCCCC3)c2c1	-7	-6	-32	-5	16
50	CC(=O)Nc1c(Cl)n(C(C)=O)c2ccccc12	19	-8	-22	8	11
51	COc1cccc(-c2nc(CS(=O)CC(=O)NC3CC3)c(C)o2)c1 (stereo unspecified)	.	69*	.	-10	.
52	CCCc1cc(C(=O)Nc2cc(C)nn2-c2ccccc2)no1	13	-6	-3	5	8
53	O=C(Nc1ccccc1Cl)c1ccccc1Cl	7	-5	-13	15	-4
54	COc1ccc(CN2C(=O)c3cccnc3C2Nc2ccc(C)cc2)cc1 (stereo unspecified)	-12	1	-6	3	5
55	Cc1ccc(S(=O)(=O)Nc2c(C)n(C)n(-c3ccccc3)c2=O)cc1C(=O)NCc1ccccn1	18	2	-11	-3	-2
56	CCOC(=O)CNC(=O)Nc1cccc(Cl)c1C	-13	-13	-9	-1	-13

cpd	IL1B cytotox	Plk1 PBD FP	sEH inh	DAT uptake mod
49	-31	-7	.	0.41
50	6	-13	0	-0.39
51	.	-12	.	-1
52	-11	9	-6	-0.48
53	5	1	-11	0.35
54	5	-20	7	-0.0066
55	4	11	9	-0.9
56	-36	-7	-11	0.72

(further entries)
cpd	SMILES	cytoskel mod	PLK1 inh	TNFa cytotox	Ecoli WT expand	VCAM1 TNFa inh
57	CCC(=O)n1nc(-c2ccccc2)nc1NCc1ccccc1	11	-15	-21	-1	5
58	Cc1occc1C(=O)Nc1ccc(S(=O)(=O)N2CCCC2)cc1	-12	-6	-5	-12	-16
59	O=C(OC(C(=O)O)C(OC(=O)c1ccccc1)C(=O)NCc1ccccc1)c1ccccc1 (stereo unspecified)	33	0	-28	-3	6
60	O=C1CC(N2CCN(c3nc4ccccc4s3)CC2)C(=O)N1c1ccc(F)cc1 (stereo unspecified)	10	-3	-9	1	-11
61	Cc1cc2cc(C)c3nnc(SCC(=O)N4CCN(C(=O)c5ccco5)CC4)n3c2cc1C	1	-2	-10	.	-36
62	CCCCNC(=O)c1ccc2c(OCC)n(CCCC)nc2c1	-11	-11	22	2	-4
63	CCn1c(CSc2nc3ccccc3s2)nnc1SCC(N)=O	-18	-10	-3	0	10
64	CCC(=O)Nc1cc(-c2nn(CC(=O)N3CCCCC3)c(=O)c3ccccc23)ccc1N1CCOCC1	.	-1	15	2	-26

cpd	IL1B cytotox	Plk1 PBD FP	sEH inh	DAT uptake mod
57	-2	0	8	-0.24
58	-99	-13	20	0.29
59	-3	14	-14	-0.11
60	10	0	19	0.63
61	-6	-18	-3	0.033
62	4	-34	-7	0.0098
63	7	-10	-1	-0.0048
64	-24	-1	-6	1.2

Among those listed so far, seven contain fluorine.
cpd	SMILES	cytoskel mod	PLK1 inh	TNFa cytotox	Ecoli WT expand	VCAM1 TNFa inh
5	Nn1c(SCC(=O)NCCC2=CCCCC2)nnc1C(F)(F)F	17	-13	-8	2	-12
17	O=C(NCCCn1ccnc1)c1ccccc1NS(=O)(=O)c1ccc(F)c(F)c1	-6	-9	-6	0	5
19	O=C(NC(=O)c1cccc(F)c1)OC[C@@H]1CCCN2CCCC[C@H]12	-8	-1	2	1	19
24	CCCC(=O)N=c1sc2cccc(F)c2n1C	.	35	.	1	.
32	O=C(Nc1nccs1)C1CCN(S(=O)(=O)c2ccc(Cl)c(C(F)(F)F)c2)CC1	-4	0	9	-6	9
48	Cc1nn(Cc2c(F)c(F)c(F)c(F)c2F)c(C)c1NC(=O)c1nn(C)cc1[N+](=O)[O-]	6	-6	-23	-6	-31
60	O=C1CC(N2CCN(c3nc4ccccc4s3)CC2)C(=O)N1c1ccc(F)cc1 (stereo unspecified)	10	-3	-9	1	-11

cpd	IL1B cytotox	Plk1 PBD FP	sEH inh	DAT uptake mod
5	-10	-5	0	-1.1
17	-1	-38	0	-1.5
19	3	4	-18	-0.13
24	.	6	.	0.00094
32	11	-17	0	-0.031
48	-8	15	-8	-0.69
60	10	0	19	0.63
